Assay outcomes from PubChem BioAssay.
Large T inhibition: TAg ATPase/helicase activity blockers – biochemical (AID 1903); 310,000 tested, 0.39% active; one-dose inhibition, % at 20 µM; IC50 in µM for titrated hits; SV40 large T antigen ATPase/helicase inhibition assay; higher % means a stronger effect; in the data active = a potency from the dose series; inconclusive = inhibition mostly from about 32% at the one dose, without a potency; inactive = the rest, 99 in 100 with inhibition below about 32%; note: strong numbers were not always called active
bCat nuc transl: beta-catenin nuclear translocation modulation | HeLa beta-catenin nuclear translocation, immunofluorescence imaging | nuclear translocation activity, % at 5 µM | 190,000 tested, 0.3% active | AID 1665;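 active = nuclear translocation activity above 50% at 5 µM, with a well cell count of 50 or more; inconclusive = wells under 50 cells across six images, flagged as toxic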;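 note: per-cell ratio of nuclear to cytoplasmic median beta-catenin stain intensity; plate controls were DMSO negative control for no effect and GSK-3 inhibitor IX positive control for full effect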
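Signal – beta-catenin immunofluorescence imaging with DAPI · Test system – human HeLa cell line · Dosing – 5 µM primary single dose, 0.1% DMSO, 0.02–20 µM confirmation series · Measure – % activation, nuclear-to-cytoplasmic median beta-catenin signal ratio per cell · Incubation – 24 h compound exposure at 37°C, 5% CO2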
RSV antiviral HEp-2: inhibition of RSV-induced cytopathic effect – HEp-2 cells, primary 10 µM value included (AID 2391) | 310,000 tested, 0.13% active | one-dose CPE inhibition, % at 10 µM; IC50 in µM for titrated hits | HEp-2 cells, RSV-induced CPE inhibition; higher % means a stronger effect; in the data active = a potency from the dose series; inconclusive = CPE inhibition mostly from about 23% at the one dose, without a potency; inactive = the rest, 99 in 100 with CPE inhibition below about 21%; note: strong numbers were not always called active
T cell HTS: T cell immune modulators affecting CD8 T cell-vesicle binding | 2C CD8+ T cell-vesicle binding, flow cytometry; stronger effect = lower value | calls only at 7 µM | 330,000 tested, 0.068% active | AID 2052;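 active = response, share of CD8 T cells binding vesicles, and their 90th percentile fluorescence all below set limits, cut at about 80% in these data, passing the limit was not always enough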
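System: murine 2C transgenic CD8+ T lymphocytes; also added: QL9-loaded Drosophila micro-vesicles; times: binding 1.5 h at 37 °C; measured by: flow cytometry, PE anti-B7-1 (FL2) versus Alexa647 anti-CD8 (FL8), PFA-fixed; control set: Peptide-free naked vesicles (low) and QL9 vesicles with 0.7% DMSO vehicle (high)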
Myeloid diff 2: compounds promoting myeloid differentiation | ER-HoxA9 myeloid progenitors, lysozyme-GFP differentiation, flow cytometry | calls only at 10 µM | 360,000 tested, 1% active | AID 624256;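 active = normalized GFP-positive differentiation at or above the plate's own cutoff, the solvent-only control mean plus 3 SD; inconclusive = no clear call, values can overlap the other calls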;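 note: cells exposed to compound for four days before flow analysis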
West Nile antiviral: West Nile virus antiviral activity, cell-based, CPE readout (AID 1621); West Nile virus-infected cells, CPE inhibition; higher % means a stronger effect; one-dose CPE inhibition, % at 10 µM; IC50 in µM for titrated hits; 290,000 tested, 0.02% active; in the data active = a potency from the dose series; inconclusive = CPE inhibition mostly from about 3.7% at the one dose, without a potency; inactive = the rest, 99 in 100 with CPE inhibition below about 2.2%; note: strong numbers were not always called active
WT yeast gro inh: growth inhibition of WT yeast, mitochondrial fusion screen | inhibition, % at 10 µM | 190,000 tested, 2.1% active | AID 1362 | mitochondrial fusion phenotypic screen, WT strain; in the data active = inhibition above about 58%; tested in S. cerevisiae
Rac1 GTP hydrolysis: MgcRacGAP GTPase-activating activity inhibitors, confirmation, biochemical, ADP Hunter fluorescence. MgcRacGAP-stimulated Rac1 GTP hydrolysis, ADP Hunter fluorescence; higher % means a stronger effect; GST-tagged Rac1 F28L mutant substrate. one-dose inhibition, % at 30 µM; IC50 in µM for titrated hits. 340,000 tested, 0.6% active. AID 624330;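 active = first-screen hits whose inhibition reached a set limit at any dose in the follow-up dose series; inconclusive = inhibition above the set first-screen limit but never retested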;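 note: fluorescence reports GDP produced by GAP-driven GTP hydrolysis; strong numbers were not always called active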
Salmonella PhoP GFP: PhoP-dependent GFP reporter repression – Salmonella Typhimurium, primary screen (AID 1863) | S. Typhimurium PhoP-regulated promoter GFP reporter, 4 h; higher % means a stronger effect | one-dose inhibition, % at 50 µM; IC50 in µM for titrated hits | 300,000 tested, 0.16% active;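 active = inhibition over 29.93%, a cutoff 3 SD above the screen mean, later confirmed by dose response; inconclusive = inhibition over 29.93% but no dose response follow-up; inactive = inhibition at most 29.93% or unconfirmed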;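 note: 0% = low Mg2+ inducing control and 100% = high Mg2+ repressing control; strong numbers were not always called active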
WT yeast gro inh mutant strain: further read-out of WT yeast gro inh, marked with its call; inhibition, %; mitochondrial fusion phenotypic screen, mutant strain inhibition
bCat nuc transl cell count 5 µM: also measured in bCat nuc transl; calls as there; cell count; measured here: cell count, cytotoxicity flag
T cell HTS vesicle-bound %: second read-out of T cell HTS, no call of its own (marks repeat the call); double positive events, %; measured here: CD8+ vesicle-bound cell fraction;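 binding gate set so that unloaded-vesicle control wells show 10% double positive cells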
Myeloid diff 2 GFP+ MAC1+ %: recorded beside Myeloid diff 2, whose call it bears; GFP+ MAC1+ double positive, %; measured here: differentiation confirmed by MAC1 staining
An asterisk follows results filed as active; i = inactive; ? = inconclusive; . = not tested or not shown.

Screens in order: Large T inhibition, bCat nuc transl, bCat nuc transl cell count 5 µM, RSV antiviral HEp-2, T cell HTS, T cell HTS vesicle-bound %, Myeloid diff 2, Myeloid diff 2 GFP+ MAC1+ %, West Nile antiviral, WT yeast gro inh, WT yeast gro inh mutant strain, Rac1 GTP hydrolysis, Salmonella PhoP GFP
- N#C/C(=C\C1CC=CCC1)c1nc2ccccc2[nH]1 (stereo unspecified)
    10%, -0.5, 1422, 40%, i, 36, i, 1.3, -0.3%, -17, 3, 9%, 6%
- Cc1cccc(NC(=O)CN2C(=O)c3ccccc3C2=O)c1C
    10%, -0.7, 1091, 0.1%, i, 48, i, 0.2, 0.5%, 2, 13, -25%, 0%
- O=C(Nc1ccc(Br)cc1)C1CCN(C(=O)c2ccc(F)cc2)CC1
    13%, -0.4, 503, 13%, i, 49, i, 0.1, -0.9%, 11, 4, 5%, 0%
- O=C(Nc1cc(C(F)(F)F)ccc1N1CCOCC1)c1ccco1
    -1%, -0.4, 1056, 0.0%, i, 13, i, 5.3, -0.1%, -8, -17, 6%, -4%
- Cn1cnnc1SCC(=O)c1ccc2c(c1)NC(=O)CO2
    ., ., ., 1.8%, i, 40, i, 0.1, ., ., ., 8%, .
- COc1ccc(-c2cc(-c3cc(C)ccc3O)[nH]n2)cc1
    19%, 1.5, 999, 14%, i, 58, i, 0.5, -0.4%, 46, 51, 11%, 2%
- Cc1ccc(N(CC(=O)N2CCOCC2)S(C)(=O)=O)cc1C
    21%, -2.4, 1185, -0.5%, i, 39, i, 2.7, 0.1%, -14, 4, 5%, -6%
- COc1ccccc1CNC(=O)CCC(=O)N1CC(C)Sc2ccccc21 (stereo unspecified)
    ., ., ., 1.1%, i, 48, i, 3.0, -1.2%, ., ., -2%, .
- CSCCC1NC2(C(=O)Nc3c(Cl)cccc32)[C@@H]2C(=O)N(C3CCCC3)C(=O)[C@H]12 (stereo partly specified)
    -3%, -1.9, 934, 2.4%, i, 49, i, 1.0, -0.7%, -15, 7, 5%, 5%
- CCOc1ccc(CNn2nnnc2N)cc1
    2%, ., ., 0.8%, i, 48, i, 1.0, -0.2%, 2, -1, 6%, 6%
- CC(NC(=S)Nc1cccc(F)c1)C(c1cccs1)N1CCOCC1 (stereo unspecified)
    13%, -0.7, 1273, -0.7%, i, 42, i, 1.0, -0.2%, ., ., 7%, -8%
- CC(=O)OC1CC(C)(C)N(OC(=O)CCCN2C(=O)c3ccccc3C2=O)C(C)(C)C1
    -17%, -1.4, 1117, 1.0%, i, 40, i, 1.0, -0.1%, -2, 5, 7%, -3%
- O=C(Nc1nc2ccc(S(=O)(=O)N3CCCC3)cc2s1)C1CCCO1 (stereo unspecified)
    3%, 1.7, 1044, 2.2%, i, 29, i, 5.0, -0.2%, 7, 4, 5%, 6%
- COc1ccc(-c2nc(CS(=O)CC(=O)NC3CCC(C)CC3)c(C)o2)cc1OC (stereo unspecified)
    1%, ., ., 1.2%, i, 41, i, 8.5, 0.1%, ., ., 13%, 2%
- CCOC(=O)N1CCN(C(=O)C(=O)Nc2sc3c(c2C(=O)O)CC(C)(C)OC3)CC1
    0%, ., ., 1.2%, i, 7, i, 1.2, 0.0%, ., ., -8%, 3%
- COc1ccc(CC(=O)OCC(=O)Nc2cccnc2Cl)cc1OC
    22%, 2.1, 975, 1.0%, i, 45, i, 0.3, 0.2%, 0, -4, -2%, 2%
- COc1ccc(C)cc1NCc1cc(=O)oc2cc(-c3ccccc3)c(O)cc12
    12%, -1.5, 1125, 4.4%, i, 30, i, 0.4, -0.9%, 13, -6, 6%, 18%
- Cc1cc(NC(=O)CCC(=O)N(c2cccnc2)C(C(=O)NC2CCCC2)c2ccccc2F)no1 (stereo unspecified)
    2%, 6.9, 516, 0.5%, i, 59, ., ., 0.0%, -15, 0, ., -6%
- CCCCN(CC)CCCNC(=S)Nc1ccc2nc(N3CCN(C)CC3)cc(C)c2c1
    14%, -2.0, 1078, -2.9%, i, 38, i, 0.3, 3.0%, 22, 14, 23%, -10%
- CN1CCN(C(=O)CNc2ccc(C(F)(F)F)cc2[N+](=O)[O-])CC1
    7%, -1.6, 1107, -0.7%, i, 34, i, 0.4, 0.3%, 10, -10, 6%, -3%
- c1ccc(CCn2c3ccccc3c3nnc(SCc4ccc5nonc5c4)nc32)cc1
    2%, ., ., 28µM*, i, 20, ?, ., -0.6%, 23, 20, 6%, -4%
- O=C(CCC1CCCC1)NNC(=O)c1cccc(Cl)c1
    1%, ., ., 0.4%, i, 12, ?, ., -0.6%, ., ., 0%, 7%
- COc1ccccc1N1CCN(C(=O)CN(c2ccc(C)c(C)c2)S(C)(=O)=O)CC1
    19%, 0.4, 1173, -0.9%, i, 26, i, 0.8, 0.3%, 3, 10, 2%, 2%
- COc1ccccc1C(=O)NCCC(=O)NCC(C)(C)N1CCOCC1
    2%, ., ., 1.1%, i, 26, i, 1.5, -0.4%, ., ., 5%, 4%
- COc1ccc(C(CNC(=O)c2ccc(S(=O)(=O)N3CCCC3)cc2)N2CCOCC2)cc1 (stereo unspecified)
    4%, -0.3, 1390, -1.4%, i, 40, i, 0.7, 0.8%, ., ., 9%, 0%
- CCCNC(=O)c1ccc(N2CCC3(CC2)CC(c2cccc(Br)c2)=NO3)c(NC(=O)c2ccc(Cl)c([N+](=O)[O-])c2)c1
    11%, ., ., 14%, ., ., ?, ., ., ., ., 9%, .
- CN(CC(=O)Nc1cccc(F)c1)C(=O)CSc1nc2ccccc2s1
    20%, ., ., 22%, i, 38, i, 1.2, ., ., ., 10%, -2%
- CCn1ccc(C(=O)NCc2ccc3c(c2)OCO3)n1
    10%, ., ., 1.8%, i, 18, i, 0.5, 0.1%, ., ., 8%, -6%
- Cc1noc(C)c1C(=O)N1CCCc2ccccc21
    -5%, -1.3, 1451, 0.7%, i, 53, i, 0.6, 0.2%, -1, -23, 0%, 2%
- O=C(C1CCN(S(=O)(=O)c2cccs2)CC1)N1CCN(c2ccccc2)CC1
    8%, ., ., -1.1%, i, 30, i, 2.1, -1.2%, 10, 13, 5%, -3%

Next section
Screens in order: Large T inhibition, bCat nuc transl, bCat nuc transl cell count 5 µM, RSV antiviral HEp-2, T cell HTS, T cell HTS vesicle-bound %, Myeloid diff 2, Myeloid diff 2 GFP+ MAC1+ %, West Nile antiviral, WT yeast gro inh, WT yeast gro inh mutant strain, Rac1 GTP hydrolysis, Salmonella PhoP GFP
- Cc1ccc(-c2c(C(=O)N/N=C/c3ccc(OC(C)C)cc3)nnn2-c2nonc2N)cc1
    7%, ., ., 8.0%, i, 52, i, 0.5, 0.0%, ., ., 5%, 0%
- Cc1nnc(Sc2c(-c3ccccc3)c3ccc(Cl)cc3[nH]c2=O)s1
    7%, 0.4, 1363, 2.8%, ., ., i, 4.5, -0.3%, 0, -19, 6%, -10%
- CCOc1cccc(-c2nnc3sc(COc4ccccc4)nn23)c1
    2%, -5.4, 897, 1.4%, i, 35, i, 0.8, -0.9%, 3, -8, 6%, -4%
- CN(CCc1ccccn1)C1CCCN(S(=O)(=O)c2ccccc2Cl)C1 (stereo unspecified)
    21%, ., ., 0.4%, i, 12, i, 1.6, -0.1%, ., ., 15%, -6%
- CC1=NN(C(=O)CSCc2ccccc2)C(O)(c2ccc(F)cc2)C1 (stereo unspecified)
    5%, -4.8, 1109, 1.9%, i, 17, i, 0.6, -0.5%, -4, 10, 6%, 2%
- Cc1cc(C)cc(N(CCC#N)C(=O)COC(=O)C2CCN(S(=O)(=O)c3ccc(C)c(C)c3)CC2)c1
    22%, ., ., -0.6%, i, 17, i, 0.8, ., ., ., 4%, -1%
- COC(=O)c1[nH]c2cccc(OC)c2c1NC(=O)CN1CCC(C(N)=O)(N2CCCCC2)CC1
    -1%, -1.6, 1134, 2.2%, ., ., i, 0.5, -0.2%, -8, 0, 7%, -10%
- O=C(Nc1ccncc1)C1CCCN(S(=O)(=O)c2cccc3cccnc23)C1 (stereo unspecified)
    -5%, 88*, 148*, -2.0%, i, 38, ?, ., 1.7%, 8, -1, 5%, 10%
- O=C(NNC(=O)c1nn(-c2ccc(F)cc2)ccc1=O)c1ccc(Cl)cc1
    6%, -4.7, 1169, 3.5%, i, 22, i, 0.5, -0.5%, ., ., ., 19%
- CCCn1cc(S(=O)(=O)c2ccccc2)c(=O)c2cc(F)c(N3CCN(C)CC3)cc21
    10%, ., ., -0.3%, i, 60, i, 0.3, -0.2%, ., ., 7%, 1%
- Cc1ccc(S(=O)(=O)NCCNC(=O)c2nonc2N)cc1
    6%, -0.7, 967, 0.0%, i, 27, i, 0.4, 1.6%, -3, -16, 7%, 0%
- COC(=O)c1ccc(C2/C(=C(/O)c3ccc4c(c3)CC(C)O4)C(=O)C(=O)N2Cc2cccnc2)cc1 (stereo unspecified)
    7%, ., ., 0.9%, i, 15, i, 0.8, 0.1%, ., ., 5%, -5%
- CCOc1ccc(C(=O)Nc2ccccc2-c2ccccc2)cc1Cl
    7%, -1.7, 1401, -0.1%, i, 35, i, 1.0, -0.3%, 13, -20, 10%, 4%
- CCS(=O)(=O)CCSc1nc2c(cc1C#N)CCCC2
    15%, ., ., 0.6%, i, 10, i, 4.8, -0.7%, 61*, 35*, 4%, 12%
- COc1ccccc1NC(=O)/C(=C\c1cccs1)NC(=O)c1ccco1
    17%, -1.7, 1341, 0.8%, i, 29, i, 0.9, -0.2%, ., ., 13%, 0%

Single entries from the list.
`O=C(NNC(=O)c1nn(-c2ccc(F)cc2)ccc1=O)c1ccc(Cl)cc1` | Myeloid diff 2 GFP+ MAC1+ %: 0.5
`COC(=O)c1ccc(C2/C(=C(/O)c3ccc4c(c3)CC(C)O4)C(=O)C(=O)N2Cc2cccnc2)cc1` (stereo unspecified) | Myeloid diff 2 GFP+ MAC1+ %: 0.8
`COC(=O)c1[nH]c2cccc(OC)c2c1NC(=O)CN1CCC(C(N)=O)(N2CCCCC2)CC1` | bCat nuc transl: -1.6

Results in WT yeast gro inh (two entries from above):
SMILES	WT yeast gro inh
CCOc1ccc(C(=O)Nc2ccccc2-c2ccccc2)cc1Cl	13
CCS(=O)(=O)CCSc1nc2c(cc1C#N)CCCC2	61*
